CF NFkB block: blocks PAF-induced NF-kB reporter in cystic fibrosis cells | hit rate 0.86% among 360,000 | AID 588850 | inhibition, % at 5 µM | KKLEB NF-kB-GFP reporter, GFP fluorescence overnight;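 active means at least 50% inhibition at 5 µM, scaled per plate between neutral and stimulator controls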;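 further: PAF is a Pseudomonas aeruginosa culture filtrate used as stimulus; plate controls were PAF-stimulated DMSO wells for no effect and unstimulated DMSO wells for full effect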
SRC3 inh: inhibitors of human steroid receptor coactivator 3 (SRC3); Q9Y6Q9; AID 588352; inhibition, % at 3.6 µM; hit rate 0.17% among 360,000; HEK293 GAL4-SRC3 luciferase reporter, luminescence;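 active means inhibition above a per-campaign cutoff, the mean of all compounds plus 3 SD, cut at about 60% in these data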;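 further: 0% = DMSO-treated cells and 100% = gossypol-treated cells at 36 µM; higher means less SRC3-driven luciferase light from the GAL4 reporter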
KKLEB tox: reduces viability of KKLEB cystic fibrosis airway cells; hit rate 0.36% among 360,000; KKLEB CF airway cells viability, ATPlite luminescence, overnight; hits give low values; cells stimulated with P. aeruginosa culture filtrate; activity change (cytotoxicity), % at 5 µM; AID 602141;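 active means corrected activity change at or below -50% at 5 µM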
TROY signal inh: TROY signaling inhibition. hit rate 0.98% among 360,000. Q293 LMP1-TROYcd NF-kB luciferase reporter, 4 h. inhibition, % at 10 µM. AID 1347056;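 active means compounds whose plate-normalised and pattern-corrected inhibition of the luciferase reporter signal at the single screening dose is 50% or more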
Shn3 inh set2: reduces Shn3 3'UTR luciferase signal in osteoblasts. Clone20 osteoblast Shn3 3'UTR firefly luciferase, 24 h. inhibition, % at 12.5 µM. hit rate 0.52% among 360,000;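 active means mean inhibition of at least 75% with every replicate also reaching 75%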;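 further: 0% = median of neutral control wells and 100% = pilot-screen positive control compound; some compounds past the cut are filed as inactive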
NCOA1 inh: inhibits human SRC1 coactivator. HEK293 GAL4-SRC1 luciferase reporter, luminescence. hit rate 0.12% among 360,000. inhibition, % at 3.6 µM. Q15788. AID 588354;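 active means inhibition above the campaign mean plus 3 SD, with each screening campaign given its own cutoff, cut at about 60% in these data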;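 further: 0% = DMSO treated cells and 100% = gossypol at 36 µM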
TRAIL sens C8: caspase-8 TRAIL sensitization. NB7+C8 cells + TRAIL, ATPlite viability luminescence. inhibition (viability loss, TRAIL sensitization), % at 10 µM. hit rate 1% among 360,000;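 active means compounds causing at least 50% loss of cell viability in the single-dose screen, relative to plate controls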
LMP1 NFkB inh: reduces LMP1-driven NF-kappaB luciferase signal | LMP1-induced NF-kappaB luciferase reporter cells, luminescence | hit rate 0.69% among 350,000 | inhibition, % at 12.5 µM | AID 504558; in the data active means inhibition above about 41%;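 further: 0% = neutral control wells and 100% = reference inhibitor control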
NR5A2 inv ag: NR5A2 inverse agonism in reporter assay; HEK293T StAR-luciferase reporter, LRH-1 transfected, 24 h; inhibition, % at 3.6 µM; hit rate 0.13% among 360,000; AID 602396;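 active means inhibition above the mean inhibition of all tested compounds plus 3 SD, cut at about 73% in these data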;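 further: 0% = DMSO wells and 100% = reporter-only cells lacking LRH-1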
Target sequence (O00482 whole entry, looked up): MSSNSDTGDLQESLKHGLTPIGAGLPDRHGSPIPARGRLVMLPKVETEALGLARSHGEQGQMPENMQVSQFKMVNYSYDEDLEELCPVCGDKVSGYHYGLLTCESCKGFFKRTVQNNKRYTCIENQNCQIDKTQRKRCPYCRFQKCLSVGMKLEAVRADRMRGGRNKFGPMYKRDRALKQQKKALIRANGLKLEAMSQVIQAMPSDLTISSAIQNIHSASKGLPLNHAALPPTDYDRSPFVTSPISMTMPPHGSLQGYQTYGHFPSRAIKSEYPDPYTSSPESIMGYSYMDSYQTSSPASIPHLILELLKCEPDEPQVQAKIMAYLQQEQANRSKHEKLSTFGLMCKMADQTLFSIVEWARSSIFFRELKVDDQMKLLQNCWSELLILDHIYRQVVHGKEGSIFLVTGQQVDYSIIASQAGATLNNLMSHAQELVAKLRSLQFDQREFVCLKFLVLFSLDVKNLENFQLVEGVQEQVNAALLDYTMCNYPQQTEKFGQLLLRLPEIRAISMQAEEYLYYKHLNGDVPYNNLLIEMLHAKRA
TWEAK Fn14 block: inhibitors of TWEAK-Fn14 interaction signaling; TWEAK-stimulated Fn14 reporter cells, luciferase luminescence, 8 h; inhibition, % at 10 µM; hit rate 2% among 360,000; in the data active means inhibition above about 50%
COUP-TFII inh: NR2F2 (human) inhibition, primary screen | P24468 | HEK293T NGFI-A luciferase reporter, luminescence | inhibition, % at 8.6 µM | hit rate 0.7% among 370,000;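 active means inhibition above a per-plate cutoff, mean inhibition of test wells between control levels plus 3 SD, cut at about 38% in these data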;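 further: cells cotransfected with COUP-TFII expression vector driving the NGFI-A reporter; 0% = median of COUP-TF2 test wells and 100% = reporter-only cells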
Target sequence (P24468 whole entry, looked up): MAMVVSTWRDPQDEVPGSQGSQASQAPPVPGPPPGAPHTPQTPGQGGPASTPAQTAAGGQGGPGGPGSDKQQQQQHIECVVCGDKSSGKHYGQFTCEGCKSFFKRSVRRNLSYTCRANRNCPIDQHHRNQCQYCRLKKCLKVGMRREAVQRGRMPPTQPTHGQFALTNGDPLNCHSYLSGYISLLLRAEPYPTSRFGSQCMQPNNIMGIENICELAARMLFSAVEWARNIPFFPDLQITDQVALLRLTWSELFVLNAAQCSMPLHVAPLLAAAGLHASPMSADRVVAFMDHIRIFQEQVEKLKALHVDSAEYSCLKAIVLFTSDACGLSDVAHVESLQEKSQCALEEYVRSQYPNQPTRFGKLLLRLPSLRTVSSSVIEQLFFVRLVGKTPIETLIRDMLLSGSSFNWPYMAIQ
An asterisk follows results filed as active; . = not tested or not shown; & = joins results of further samples.

nr	molecule	CF NFkB block	SRC3 inh	KKLEB tox	TROY signal inh	Shn3 inh set2	NCOA1 inh	TRAIL sens C8	LMP1 NFkB inh	NR5A2 inv ag	TWEAK Fn14 block	COUP-TFII inh
1	N#CCCN(C(=O)COC(=O)c1cccc(S(=O)(=O)Nc2ccc([N+](=O)[O-])cc2)c1)c1ccccc1	-35.7	1.4	7.0	23.1	8.8	-3.6	-9.3	-0.4	5.1	-4.8	-0.6
2	CCOC(=O)C1CCN(C(=O)c2ccc3c(SCC(=O)O)c4c(nc3c2)CCCC4)CC1	-1.5	-2.3	-3.8	0.6	9.1	-0.2	-5.0	-12.6	-3.0	6.0	0.6
3	CN(C)NC(=S)Nc1ccc(S(=O)(=O)N2CCCCC2)cc1	-2.8	12.7	10.3	-10.0	6.1	5.5	-5.3	-5.6	6.5	10.6	-3.6
4	O=C(NCCN1CCCCCC1)C1CCN(S(=O)(=O)N2CCOCC2)CC1	10.3	-0.4	-2.6	10.0	2.4	11.1	-2.5	-11.4	-7.2	1.4	6.3
5	COC(=O)c1cc(C(=O)OCC(=O)c2ccc3c(c2)NC(=O)CO3)cc([N+](=O)[O-])c1	6.7	6.2	-0.4	-8.7	-11.4	-1.7	-10.2	-8.6	12.1	-6.7	7.3
6	CCOc1ccccc1C(=O)N[C@H](C(=O)OCC(=O)Nc1nnc(-c2ccccc2)o1)C(C)C	-2.3	-18.8	4.4	19.5	-3.7	-8.1	26.0	3.0	5.7	4.3	-10.4
7	COc1ccccc1NC(=O)Nc1nc2ccc(S(N)(=O)=O)cc2s1	6.2	-97.6	6.3	-50.4	-95.7	-109.4	11.5	-21.7	-91.5	-25.9	-40.1
8	COc1ccc(Cl)cc1-c1nc(SCC(=O)NC(C)C)n[nH]1	-32.7	23.2	1.0	-22.0	-4.2	11.9	-7.2	-11.1	4.7	-12.7	4.2
9	CCOc1cccc2sc(=NC(=O)c3ccc(S(=O)(=O)N4CCOCC4)cc3)n(C)c12	21.7	11.7	-25.1	10.3	69.7	-19.9	1.8	24.4	-4.8	-0.6	-3.2
10	O=C1CC(N2CCN(S(=O)(=O)c3ccc(Cl)cc3)CC2)C(=O)N1CCc1ccccc1 (stereo unspecified)	4.4	20.8	-2.7	10.3	0.0	5.7	-15.5	-6.6	-1.2	-9.8	-3.5
11	Cc1ccc(S(=O)(=O)N(Cc2cc3ccc(C)cc3[nH]c2=O)c2ccccc2)cc1	8.0	-11.8	9.4	-63.0	-53.6	-5.3	24.4	-6.5	-55.6	-32.6	5.6
12	CCc1noc(C)c1C(=O)N(C)CC(=O)Nc1ccc(Br)cc1C	-8.5	7.8	0.1	0.2	13.8	-5.1	4.8	-2.0	11.9	0.6	4.2
13	CC(=O)Nc1ccc(S(=O)(=O)Nc2ccc(C)c([N+](=O)[O-])c2)cc1	-31.0	-0.1	1.8	27.6	18.0	-3.6	22.4	3.8	3.0	6.3	0.0
14	Cc1ccccc1C(O)c1ccncc1 (stereo unspecified)	-2.6	-0.4	16.6	3.0	-9.7	-2.2	-2.4	4.4	-1.8	2.4	-2.9
15	CCN(CC)c1ccc(C2C(C(=O)OCCOC(C)C)=C(C)NC3=C2C(=O)CCC3)cc1 (stereo unspecified)	-5.0	-19.9	2.7	2.7	6.1	-4.8	0.8	-4.2	13.1	9.4	10.2
16	CCOC(=O)N1CCC(NC(=O)c2sc3nc4n(c(=O)c3c2C)CCCC4)CC1	-4.5	0.7	-2.7	6.4	-3.7	-8.3	14.3	2.8	-4.4	1.2	6.0
17	O=C(CSc1nnc(Nc2ccccc2)s1)NCCN1C(=O)CSC1=O	-3.4	-0.4	0.1	15.5	-18.2	3.8	6.9	-3.4	8.5	39.5	-11.8
18	COc1cc(/C=C(\C(=O)O)c2ccc(S(=O)(=O)N3CCCC3)s2)cc(OC)c1	2.7	1.7	-5.0	-9.2	10.9	2.5	-8.8	-9.3	9.5	-3.0	-9.9
19	O=S(=O)(Nc1ccc(-c2cnco2)cc1)c1ccccc1	8.6	9.3	2.7	2.7	-8.0	-2.2	6.8	14.6	10.2	-4.8	0.4
20	CCOc1ccccc1CN1CCNC(=O)C1CC(=O)NCc1ccccn1 (stereo unspecified)	-1.3	-0.7	9.7	1.8	10.7	3.2	-8.9	0.3	6.9	10.5	-4.4
21	Cc1cc(C)c(S(=O)(=O)N2CCCCC2)c(C)c1N(C)S(=O)(=O)c1ccc(Cl)cc1	11.7	23.2	-20.2	9.2	22.2	-3.1	2.4	0.4	8.6	25.4	14.3
22	Cc1c(NC(=O)CN2CC(C)OC(C)C2)c(=O)n(-c2ccccc2)n1C (stereo unspecified)	7.1&15.3	-5.2&4.9	4.8&-6.2	0.3&-7.1	-5.3&-2.0	-0.3&-12.8	-8.7&-20.8	5.6&1.0	-15.4&-8.9	-9.2&-24.7	21.1&11.2
23	CCc1cc(C(=O)N2CCCC(CCC(=O)N3CCN(c4ccccn4)CC3)C2)no1 (stereo unspecified)	4.2	13.7	-1.4	-6.1	40.5	-62.9	15.0	-4.7	6.8	31.0	21.1
24	CC(=O)c1ccc(NC(=O)NNS(=O)(=O)c2ccc([N+](=O)[O-])cc2)cc1	-7.4	7.7	9.4	-23.3	-4.5	9.2	8.6	-1.8	3.4	6.9	-5.3
25	Cc1cccc(-n2nc3c(c2NC(=O)CCCl)CSC3)c1	-2.1	8.9	0.7	5.7	15.2	20.7	11.8	-13.6	-6.5	13.2	-11.8
26	Cn1ncc(Cl)c1C(=O)Nc1cccnc1	7.3	14.1	4.3	9.9	6.6	-1.9	3.6	5.4	16.0	-7.8	-8.6
27	CC(=O)Nc1ccc(NC(=O)COc2cc(C)cc3oc(=O)cc(C)c23)cc1	-57.6	2.8	9.5	-41.4	-3.4	-1.2	3.2	2.6	37.1	-31.9	4.3
28	Cc1ccccc1NC(=S)N(CCCN1CCOCC1)Cc1cccnc1	-0.5	15.6	5.4	-4.5	-8.3	3.8	-3.5	2.0	17.8	-2.9	0.5
29	COc1cccc(N=Cc2ccc(O)cc2O)c1	14.6	1.1	3.8	7.7	-11.9	-15.0	-14.2	-16.5	5.4	-12.2	-7.0
30	CCCc1sc(C(=O)Nc2nnc(C3CC3)s2)cc1CC	11.1	8.0	4.4	-9.2	10.2	-7.2	9.0	2.3	-1.2	-10.9	7.4

Compounds listed so far containing a nitro group on carbon, in the order listed:
nr	molecule	CF NFkB block	SRC3 inh	KKLEB tox	TROY signal inh	Shn3 inh set2	NCOA1 inh	TRAIL sens C8	LMP1 NFkB inh	NR5A2 inv ag	TWEAK Fn14 block	COUP-TFII inh
1	N#CCCN(C(=O)COC(=O)c1cccc(S(=O)(=O)Nc2ccc([N+](=O)[O-])cc2)c1)c1ccccc1	-35.7	1.4	7.0	23.1	8.8	-3.6	-9.3	-0.4	5.1	-4.8	-0.6
5	COC(=O)c1cc(C(=O)OCC(=O)c2ccc3c(c2)NC(=O)CO3)cc([N+](=O)[O-])c1	6.7	6.2	-0.4	-8.7	-11.4	-1.7	-10.2	-8.6	12.1	-6.7	7.3
13	CC(=O)Nc1ccc(S(=O)(=O)Nc2ccc(C)c([N+](=O)[O-])c2)cc1	-31.0	-0.1	1.8	27.6	18.0	-3.6	22.4	3.8	3.0	6.3	0.0
24	CC(=O)c1ccc(NC(=O)NNS(=O)(=O)c2ccc([N+](=O)[O-])cc2)cc1	-7.4	7.7	9.4	-23.3	-4.5	9.2	8.6	-1.8	3.4	6.9	-5.3

Grouped by structure, the entries above with a thiophene ring, fused or not.
nr	molecule	CF NFkB block	SRC3 inh	KKLEB tox	TROY signal inh	Shn3 inh set2	NCOA1 inh	TRAIL sens C8	LMP1 NFkB inh	NR5A2 inv ag	TWEAK Fn14 block	COUP-TFII inh
16	CCOC(=O)N1CCC(NC(=O)c2sc3nc4n(c(=O)c3c2C)CCCC4)CC1	-4.5	0.7	-2.7	6.4	-3.7	-8.3	14.3	2.8	-4.4	1.2	6.0
18	COc1cc(/C=C(\C(=O)O)c2ccc(S(=O)(=O)N3CCCC3)s2)cc(OC)c1	2.7	1.7	-5.0	-9.2	10.9	2.5	-8.8	-9.3	9.5	-3.0	-9.9
30	CCCc1sc(C(=O)Nc2nnc(C3CC3)s2)cc1CC	11.1	8.0	4.4	-9.2	10.2	-7.2	9.0	2.3	-1.2	-10.9	7.4

(further entries)
nr	molecule	CF NFkB block	SRC3 inh	KKLEB tox	TROY signal inh	Shn3 inh set2	NCOA1 inh	TRAIL sens C8	LMP1 NFkB inh	NR5A2 inv ag	TWEAK Fn14 block	COUP-TFII inh
31	CCC(=O)N1CCc2cc(S(=O)(=O)CCC(=O)Nc3cccc(C)n3)ccc21	-14.3	10.2	-0.1	-0.7	7.2	-6.4	1.3	9.5	11.0	-3.4	5.3
32	Cc1c(-c2cccc(Cl)c2)nc2ccccc2c1C(=O)OCC(=O)Nc1ccc2c(c1)OCO2	-25.9	4.2	4.7	26.7	-19.3	-10.2	-9.5	2.3	9.8	52.4*	13.3
33	Cc1cc(-c2nnc(SCC(=O)NC3CC3)n2C(C)C)cs1	-12.1	2.2	6.5	-10.5	-29.5	-1.4	-11.0	-5.6	11.9	14.1	0.3
34	C=CCn1c(C)csc1=Nc1ccccc1C	-9.6	-21.8	-28.1	-6.9	-19.2	-10.5	0.5	-1.4	-16.2	-11.5	-18.7
35	CC(=O)c1cccc(CN2CCN(Cc3ccccc3)C(CCO)C2)c1 (stereo unspecified)	-1.4	4.0	11.3	-22.6	-0.6	6.3	-2.2	1.5	10.5	-21.2	2.9
36	COc1ccc(CNC(=O)C2CC(O)CN2C(=O)Nc2ccccc2)cc1 (stereo unspecified)	-14.7	7.0	11.7	5.8	-5.8	-2.1	6.7	-1.3	4.0	-2.2	-20.1
37	S=c1[nH]nc(-c2ccco2)n1Cc1ccccc1	-4.2	-12.1	5.3	-7.0	15.5	-9.2	7.4	3.6	14.7	-8.9	-10.1
38	Fc1cccc(Cc2c(-c3cccc(Cl)c3)nc3c(Cl)cc(C(F)(F)F)cn23)c1	2.3	-19.9	-10.3	15.3	-19.1	-22.1	-2.4	.	8.4	35.5	9.6
39	CCN(CC)S(=O)(=O)c1ccc(/C=C/C(=O)OCC#N)cc1	12.3	-7.6	0.5	6.2	16.3	-23.0	-0.5	-9.9	-13.7	-0.5	5.0
40	O=C(NC1CCCCCC1)c1cccnc1Sc1ccccc1	28.7	-6.4	-22.5	-8.2	17.2	-3.1	-1.3	-8.7	0.1	-17.9	7.1
41	Cc1ccc(S(=O)(=O)N2CCOCC2)c(C)c1NS(C)(=O)=O	-6.6	6.6	5.9	-1.8	9.0	-1.1	14.1	-1.2	-5.5	-2.5	-5.9
42	COc1cccc(-c2nc(CS(=O)(=O)CC(=O)Nc3ccc(C(C)=O)cc3)c(C)o2)c1	-3.3	-3.8	3.3	9.2	-14.7	-12.2	14.8	-24.1	19.0	4.7	1.3
43	COc1ccc(S(=O)(=O)N2CCCc3ccccc32)cc1[N+](=O)[O-]	17.0	16.1	-26.7	28.1	14.4	4.1	15.9	2.2	18.0	-2.9	6.2

Limited to TROY signal inh (2 entries from above):
nr	SMILES	TROY signal inh
38	Fc1cccc(Cc2c(-c3cccc(Cl)c3)nc3c(Cl)cc(C(F)(F)F)cn23)c1	15.3
39	CCN(CC)S(=O)(=O)c1ccc(/C=C/C(=O)OCC#N)cc1	6.2

Some of the compounds tested, so the mix of outcomes need not match the whole.
